CCR6 antag: antagonists of human CCR6 receptor | P51684 | CHO-K1 CCR6 PathHunter beta-arrestin, luminescence, CCL20-stimulated | inhibition, % at 20 µM | hit rate 0.49% among 340,000;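 active = compounds whose inhibition of the agonist-driven luminescence signal at 20 µM reaches about 50%, limit read from the data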;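 also: cells stimulated with CCL20 at 14 nM final; plate controls were DMSO with CCL20 for no effect and DMSO without agonist for full effect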
Target sequence (P51684 whole entry, looked up): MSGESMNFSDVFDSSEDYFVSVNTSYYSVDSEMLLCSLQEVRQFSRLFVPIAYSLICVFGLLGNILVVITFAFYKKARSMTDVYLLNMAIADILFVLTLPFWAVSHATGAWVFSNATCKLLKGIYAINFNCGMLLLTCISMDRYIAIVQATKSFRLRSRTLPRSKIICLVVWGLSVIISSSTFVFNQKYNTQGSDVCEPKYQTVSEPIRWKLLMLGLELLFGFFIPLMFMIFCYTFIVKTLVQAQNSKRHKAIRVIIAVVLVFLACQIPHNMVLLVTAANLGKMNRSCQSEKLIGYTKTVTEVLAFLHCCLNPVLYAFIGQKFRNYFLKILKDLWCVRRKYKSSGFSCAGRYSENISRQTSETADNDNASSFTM
UBC13 inh: blocks human UBC13 polyubiquitin chain formation | P61088 | TR-FRET | inhibition, % at 20 µM | hit rate 0.47% among 330,000 | AID 485273; in the data active = inhibition above about 45%, passing the limit was not always enough
Target sequence (P61088 whole entry, looked up): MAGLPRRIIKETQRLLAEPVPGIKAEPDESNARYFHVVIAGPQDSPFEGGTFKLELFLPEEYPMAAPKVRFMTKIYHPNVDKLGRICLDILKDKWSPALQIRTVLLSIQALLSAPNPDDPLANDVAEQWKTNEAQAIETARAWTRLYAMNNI
APJ ag: agonists of human APJ apelin receptor; hit rate 0.11% among 330,000; activation, % at 20 µM; AID 2520; CHO-K1 APJ PathHunter beta-arrestin, luminescence; 0% DMSO wells, 100% apelin;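 active = activation more than six SD over the plate average, tested at 20 µM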;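 also: 0% = DMSO alone and 100% = apelin-13 at 10 nM; some results filed as inactive read as strong as hits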
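Incubation: overnight seeding, 90 min compound at 25 °C, 1 h detection; test system: PathHunter CHO-K1 APJ (AGTRL-1) beta-arrestin reporter cells; amount: 1000 cells/well; doses: one dose, 20 µM compound, 1% DMSO; measured by: beta-gal luminescence; measure: agonist-driven arrestin binding to APJ; benchmarks: negative DMSO alone, positive Apelin-13 at 10 nM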
APJ antag: APJ receptor antagonism. CHO-K1 APJ beta-arrestin complementation, luminescence. P35414. hit rate 0.32% among 330,000. AID 2521. inhibition, % at 20 µM;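 active = inhibition above about 40% at 20 µM, limit read from the data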;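 also: cells challenged with 10 nM apelin-13 agonist together with compound; plate controls were apelin-13 plus DMSO wells for no effect and DMSO wells lacking apelin-13 for full effect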
CXCR6 block: blocks human CXCR6 beta-arrestin recruitment. O00574. CHO-K1 PathHunter CXCR6 beta-arrestin, luminescence. inhibition, % at 20 µM. hit rate 0.36% among 360,000. AID 602244; in the data active = inhibition above about 34%, passing the limit was not always enough;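 also: antagonist mode with CXCL16 agonist at 10 nM final; 0% = 10 nM CXCL16 with DMSO and 100% = unstimulated wells without agonist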
EBI2 antag: blocks human EBI2 receptor beta-arrestin signaling; P32249; EBI2 beta-arrestin recruitment, luminescence, 7a,25-OHC stimulated; inhibition, % at 5 µM; hit rate 0.81% among 360,000; AID 651636; in the data active = inhibition above about 38%;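 also: enzyme fragment complementation signal reports receptor beta-arrestin coupling in cells; 0% = agonist plus DMSO wells and 100% = wells without agonist; some results beyond the cut were filed as inactive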
Target sequence (P32249 whole entry, looked up, the tested form may be a part): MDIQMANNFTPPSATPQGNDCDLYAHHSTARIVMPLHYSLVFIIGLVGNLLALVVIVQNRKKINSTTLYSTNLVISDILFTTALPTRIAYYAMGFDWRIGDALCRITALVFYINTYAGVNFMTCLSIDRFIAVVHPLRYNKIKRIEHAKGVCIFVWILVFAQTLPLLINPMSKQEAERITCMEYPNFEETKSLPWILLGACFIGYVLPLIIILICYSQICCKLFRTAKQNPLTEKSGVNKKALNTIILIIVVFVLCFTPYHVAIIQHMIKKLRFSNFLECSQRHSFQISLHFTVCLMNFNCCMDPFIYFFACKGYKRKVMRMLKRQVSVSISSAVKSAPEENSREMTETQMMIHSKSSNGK
Gli-Sufu antag: blocks Gli-Sufu signaling in a luciferase reporter. inhibition, % at 5 µM. Sufu-KO-LIGHT fibroblasts, Gli luciferase reporter luminescence. AID 588413. hit rate 0.74% among 340,000;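 active = inhibition above about 55%, limit read from the data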;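 also: 0% = DMSO-treated cells and 100% = wells with medium but no cells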
ATG4B inh: ATG4B (human) cysteine protease inhibition | Q9Y4P1 | ATG4B cleavage of LC3-PLA2, NBD-HPC fluorescence, 1 h | inhibition, % at 8.33 µM | hit rate 0.51% among 340,000; in the data active = inhibition above about 40%
* marks the source's active call; other numbers are inactive results; x = not tested or not shown.

Start of the listing, in advance:
SMILES	CCR6 antag	UBC13 inh	APJ ag	APJ antag	CXCR6 block	EBI2 antag	Gli-Sufu antag	ATG4B inh
CC(=O)NC(NC(=S)Nc1ccc(N=Nc2ccccc2C)cc1C)C(Cl)(Cl)Cl (stereo not drawn)	29	-20	-5	26	26	20	12	-1
O=C(/C=C/c1c(F)cccc1Cl)Nc1nn[nH]n1	1	-5	-2	10	0	-9	8	-4

All compounds of this part (from the top)
SMILES	CCR6 antag	UBC13 inh	APJ ag	APJ antag	CXCR6 block	EBI2 antag	Gli-Sufu antag	ATG4B inh
CC(=O)NC(NC(=S)Nc1ccc(N=Nc2ccccc2C)cc1C)C(Cl)(Cl)Cl (stereo not drawn)	29	-20	-5	26	26	20	12	-1
O=C(/C=C/c1c(F)cccc1Cl)Nc1nn[nH]n1	1	-5	-2	10	0	-9	8	-4
CCC1CN(C(=O)NCc2ccccc2)c2ccccc2O1 (stereo not drawn)	4	8	0	20	2	-8	-9	2
Cc1c(Nc2nc(-c3ccccc3)cs2)c(=O)n(-c2ccccc2)n1C	-9	-7	-2	12	-3	-9	-13	7
COc1ccccc1CNC(=O)c1cc(C)nn1-c1ccccc1	9	-2	-2	4	-3	10	2	-6
CN1C(=O)N(C)C(c2cccc([N+](=O)[O-])c2)C2=C1CCCC2=O (stereo not drawn)	14	2	-1	3	-10	2	-6	-4
CC1CCCCN1S(=O)(=O)c1ccc2c(c1)oc(=O)n2CC(=O)O (stereo not drawn)	25	6	-1	18	-6	-7	-1	-3
O=S(=O)(N1CCCCC1)n1nnc2ccccc21	-9	5	3	-5	0	-27	-6	-4
COc1ccc2nc(SCc3ccccc3C)nc(C)c2c1	14	10	-5	-4	-3	11	-49	18
Cc1cc(C)n(-c2ccc(C(=O)OCC(=O)Nc3ccc(S(=O)(=O)N4CCOCC4)cc3)cc2)n1	-4	4	-2	-9	0	-1	3	-14
Cc1cc(/C=C(\C#N)C(=O)OCC(=O)Nc2ccc(OC(F)F)cc2)c(C)n1CC(C)C	16	-5	-2	-1	11	6	-18	-9
CCCOc1ccc(/C(O)=C2/C(=O)C(=O)N(CCCn3ccnc3)C2c2cccs2)cc1 (stereo not drawn)	9	-12	-1	-4	-7	-15	-15	3
CCOc1ccc(/C(O)=C/C(=O)C(=O)Nc2ccc(S(=O)(=O)NC(C)=O)cc2)cc1	-3	-24	-1	4	17	-2	84*	6
NC(=O)C1CCCN(Cc2ccc3ccccc3c2)C1 (stereo not drawn)	5	-7	-2	17	-4	-4	6	-2
Cc1ccc(C2=C(CC(=O)O)C(=O)CC2)cc1	10	4	-2	9	-13	-10	55*	12
C#CCOc1c(Br)cc(/C=C2/C(=O)ON=C2C)cc1OC	-14	-6	-1	1	-9	-4	-13	-4
Cc1ccc(/C=C2/CCc3c([nH]c4ccccc34)C2=O)cc1	13	-8	-2	-2	-7	8	-49	1
COc1cc(C(=O)NNC(=O)CCOc2cccc(Br)c2)cc(OC)c1OC	9	-17	-5	-35	11	1	1	-4
CC(C)(C)C(=O)OCc1nc(-c2ccc(C(F)(F)F)cc2)cs1	10	-1	-1	4	-9	0	-8	7
O=C1Nc2cc(Br)ccc2C1(O)c1ccccc1O (stereo not drawn)	4	3	-3	8	5	3	6	-1
COc1ccccc1/C=C/C(=O)OCC(=O)c1c(N)n(C)c(=O)n(C)c1=O	5	-5	0	7	6	-17	4	-6
Cc1c(OCC(=O)NC(Cc2ccc(Cl)cc2)C(=O)O)ccc2c3c(c(=O)oc12)CCCC3 (stereo not drawn)	-12	8	5	-9	-5	-4	8	-9
O=C(CN(C(=O)c1csnn1)c1cccc(C(F)(F)F)c1)NCc1ccc(F)cc1	13	0	-3	14	1	4	-1	-6
Cc1ccccc1OCc1ccc(C(=O)N2CC(C)OC(C)C2)o1 (stereo not drawn)	19	-1	-1	11	7	7	-10	0
O=c1c2ccccc2nc(/C=C/c2cc(Br)ccc2O)n1CCCO	9	14	-2	4	-5	22	13	-15
Cc1ccc(S(=O)(=O)N2CCN(C(=O)COC(=O)C3(C)CC3(Cl)Cl)CC2)c(C)c1 (stereo not drawn)	12	0	-3	17	-5	11	-9	-4
O=C(COC(=O)CNC(=O)c1ccc(Cl)cc1Cl)NNC(=O)c1ccccc1	0	10	2	-5	2	-9	-2	0
O=C(/C=C/c1ccccc1)NC(=S)Nc1ccccc1C(=O)NC1CCCCC1	48	-7	-4	30	26	3	3	-9
O=c1oc2ccccc2c2oc3cc(O)c(O)cc3c12	14	14	3	-26	-4	14	-20	-14
CC1CC(C)CN(C(=O)Cn2c(-c3nonc3N)nc3ccccc32)C1 (stereo not drawn)	16	4	2	6	2	-4	-3	-7
O=C(COc1ccc(S(=O)(=O)N2CCOCC2)cc1)Nc1ccc(Cl)c(C(F)(F)F)c1	7	4	1	4	-4	1	6	-12
CC(C)CNC(=O)c1cccc(NC(=O)CSc2ccc(Cl)cc2)c1	15	7	7	-1	-20	-14	-6	-3
COc1ccc([C@H]2CC(=O)C=C(c3c(OC)cccc3OC)C2)cc1	16	-14	1	4	2	-5	6	3
CCOc1ccc(N2C(=O)/C(=C/c3ccccn3)SC2=S)cc1	14	-10	-3	0	x	x	-8	-4
O=C(CSC1=NCCN1)C1COc2ccccc2O1 (stereo not drawn)	14	12	-5	9	-3	-4	3	-3
CC(C)(C)NS(=O)(=O)c1cc(C(=O)Nc2sccc2C#N)ccc1Cl	6	0	-4	16	-1	3	0	-6
COc1ccc(C(=O)Nc2ccc(NC(C)=O)cc2)cc1S(=O)(=O)N(C)Cc1ccccc1	13	9	-4	5	-2	-5	-2	-35
Cc1ccc(NC(=O)c2oc(=O)c3ccccc3c2-c2ccccc2)c(C)c1	20	-15	-2	-4	4	0	2	3
CC(C)(C)NC(=O)C(c1ccc(O)cc1)N(C(=O)CCC(=O)Nc1nccs1)c1ccccc1F (stereo not drawn)	5	6	-2	-2	-9	6	8	-6
Cc1ccc(NC(=O)c2ccc(Cl)c(NC(=O)c3cccs3)c2)cc1	14	6	-2	-18	3	2	-23	-3

3 entries out of the list above, ordered by the number in ATG4B inh, smallest number first.
Compound | ATG4B inh
CC(C)(C)NC(=O)C(c1ccc(O)cc1)N(C(=O)CCC(=O)Nc1nccs1)c1ccccc1F (stereo not drawn) | -6
O=S(=O)(N1CCCCC1)n1nnc2ccccc21 | -4
Cc1c(Nc2nc(-c3ccccc3)cs2)c(=O)n(-c2ccccc2)n1C | 7

(listing goes on)
SMILES	CCR6 antag	UBC13 inh	APJ ag	APJ antag	CXCR6 block	EBI2 antag	Gli-Sufu antag	ATG4B inh
O=C(Cc1ccc(NC2=NC3CS(=O)(=O)CC3S2)cc1)N1CCN(c2ccc(F)cc2)CC1 (stereo not drawn)	4	-1	-3	4	-5	6	0	-14
O=C(NCCCN1CCN(c2ccccc2F)CC1)C1CC(=O)N(C2CCCC2)C1 (stereo not drawn)	-1	-8	-1	-8	-9	-1	8	-9
Cc1ccc(SCc2cc(=O)c3c(=O)n(-c4ccccc4)[nH]c3[nH]2)cc1	11	-5	-4	9	-6	2	-10	12
CCn1c(=O)c(C(=O)NNC(=O)c2ccccc2)c(O)c2ccccc21	2	4	0	-5	-4	-1	3	1
CC1(C)Cc2c(sc3nc(N/N=C/c4ccccc4)[nH]c(=O)c23)CO1	6	-1	4	-11	-9	12	-15	-6
Cc1cc(S(=O)(=O)NCCCN2CCOCC2)ccc1Br	3	-2	-3	27	-5	-10	10	-8
CNc1nc(Oc2ccccc2C(=O)OC)nc(SC)n1	-21	-5	-1	-6	-6	-6	1	-13
CCCN(CCC)CC(O)CN1C(=O)NC(C)(C)C1=O (stereo not drawn)	2	1	-4	4	11	6	1	-8
O=C1C=C(NCC2CCCO2)CC(c2ccccc2)C1 (stereo not drawn)	-2	x	x	x	3	2	-9	0
Oc1ccc(CNC2CCCCC2)cc1	4	-2	2	12	7	-15	-7	1
CC1CCC(NC(=O)COc2ccc(C(=O)c3ccccc3)cc2)CC1 (stereo not drawn)	10	13	-2	-2	-3	3	5	6
CC(Nc1nc(=S)nc(Nc2ccc(F)cc2)[nH]1)c1ccccc1 (stereo not drawn)	2	-13	-1	-8	9	16	11	-5
COC(=O)C1=C(Nc2ccccc2NS(=O)(=O)c2ccc(C(F)(F)F)cc2Cl)CSC1	-2	-7	-1	5	-2	8	6	16
COc1ccccc1CN1C(=O)[C@@H]2Cc3c([nH]c4ccccc34)C(C)(C)N2C1=O	-6	19	2	2	-3	22	3	-7
CC1=CCC2C(=O)N(c3ccc(OC(=O)c4ccco4)cc3)C(=O)C2C1 (stereo not drawn)	10	4	-1	14	-5	-1	-1	2
O=C(Nc1ccc(Br)cc1)c1ccc2c(c1)OCO2	7	1	-1	-3	5	6	-102	0
COc1cc(/C=N\NC(=O)C2C(=O)NCC2c2ccccc2)cc(OC)c1O (stereo not drawn)	-9	-6	2	2	1	-7	14	6
Cc1nc(-c2cccc(NC(=O)c3ccc(-n4cccn4)cc3)c2)cs1	1	5	4	-6	-5	1	-5	21
CC1CCN(C(=O)COc2ccc(S(=O)(=O)N3CCOCC3)cc2)CC1	-9	-4	-5	-12	-4	11	-7	1
COc1ccc(C2CC(c3cccc(C(F)(F)F)c3)=NN2c2ccc(S(N)(=O)=O)cc2)cc1 (stereo not drawn)	24	x	x	x	-3	6	11	-5
CC1(C)Cc2c(sc3nc4n(c(=N)c23)CCCCC4)CO1	7	4	6	23	1	9	-4	-10
CSc1ccc(CN2CCN(S(=O)(=O)Cc3ccccc3)CC2)cc1	24	3	1	-12	-7	-5	9	6
CC(/C=N/NC(=O)c1ccncc1)=C\c1ccco1	6	-9	-3	21	-7	-6	-4	-4
COc1ccc(C2CC(=O)C3=C(C2)Nc2ccccc2N(C(=O)C2CC2)C3c2cccnc2)cc1OC (stereo not drawn)	13	12	-3	12	-4	-8	6	3
CCC(C)NCCOCCOc1ccc(Cl)c2ccccc12 (stereo not drawn)	23	14	0	-9	1	0	3	4
CCOc1ccc(NC(=O)CSc2nnc(-c3ccccc3Cl)n2Cc2ccco2)cc1	12	6	-3	13	8	4	-4	-3
O=C(CSc1ccc2nnc(CCNC(=O)c3ccc(F)cc3)n2n1)NCC1CCCO1 (stereo not drawn)	0	7	-6	1	15	4	-2	-1
N=c1sccn1CC(=O)NCc1ccc(Cl)cc1Cl	-2	9	-3	8	2	-7	-11	-2
O=C(CSc1nc2ncc(Cl)cc2[nH]1)c1ccc2c(c1)OCO2	11	5	1	18	-3	-5	-2	2
CC(=O)N1c2ccc(S(=O)(=O)N3CCC(C(=O)NCc4ccccc4Cl)CC3)cc2CC1C (stereo not drawn)	-1	-1	5	10	2	-1	-1	16
O=C(c1ccc(F)cc1)C(CN1CCOCC1)c1ccccc1 (stereo not drawn)	20	8	-2	13	6	-34	11	4
CSc1nc(N)nc2c1ncn2CC(=O)NCc1ccc2[nH]ccc2c1	-7	17	-4	-10	-1	-15	18	x
COCCN1Cc2cccc(C(=O)NCc3cccs3)c2C1=O	7	5	-4	7	5	2	-6	5
COC(=O)CNC(=O)CN1C(=O)N(c2ccccc2)C(N(O)C(=O)Nc2ccccc2)C1(C)C (stereo not drawn)	-2	2	1	0	-2	4	4	2
CN(C(=O)COC(=O)c1ccc([N+](=O)[O-])cc1N)c1ccccc1	2	-1	-2	7	-10	-1	-5	11
CC1CCCN(C(=O)CN(C)S(=O)(=O)c2cccc3nsnc23)C1 (stereo not drawn)	-14	1	-4	12	-1	8	-1	10
Cc1ccc(SCCC(=O)Nc2nccs2)cc1	-4	6	-4	0	4	2	26	20
CN(C)c1ccc(C(c2nnnn2C(C)(C)C)N2CCN(C(=O)c3ccco3)CC2)cc1 (stereo not drawn)	4	-7	-2	9	9	3	3	-8
Cc1cccc(NC(=O)CSCC(=O)Nc2cccc3ncccc23)c1	9	-2	-2	19	7	-3	-8	5
CC(=O)/C(=C\N(C)C)Sc1ccc(C)cc1	6	1	1	19	-13	7	7	-6

Assay outcomes (PubChem BioAssay)
